# Source: PubChem (National Center for Advancing Translational Sciences (NCATS))
# Apoferritin bind – binds horse apoferritin like a general anesthetic; apoferritin/1-aminoanthracene competitive binding, fluorescence; AID 485281; P02791; Potency, µM (doses to about 77.5 µM), inactives show at the top dose activity change, negative = displacement, hits mostly inhibitors; 0.074% of 350,000 active; also: potency is read from the fitted curve at half-maximal effect; % is scaled to controls: 0 for no effect and ±100 for the full control effect; nearly all actives have a fitted effect of over 20% in size
#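 Horse-spleen apoferritin (10 uM) was mixed with 50% saturated 1-aminoanthracene in PBS, exposed to compounds for 10 min at room temperature, and read for fluorescence (ex 380 nm, em 535 nm). Competitive displacement was fitted with a four-parameter Hill equation.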
# APE1 inh – inhibitors of human APE1 endonuclease; recombinant APE1, TAMRA/BHQ-2 abasic DNA cleavage fluorescence; Potency, µM (titrated, usually from 65.8 µM), for the others: at the top dose activity change, negative = inhibition, most hits filed as inhibitors; 0.35% of 350,000 active; P27695;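 also: potency is read from the fitted curve at half-maximal effect; plate controls were vehicle for no effect and reference inhibitor for full effect; nearly all actives have a fitted effect of over 55% in size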
#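 Readout is kinetic fluorescence (ex 525, em 598 nm) from cleavage of 50 nM TAMRA/BHQ-2 THF abasic duplex by 0.75 nM APE1, compound added 15 min beforehand at RT.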
# Pol iota inh – DNA polymerase iota (human) inhibition; Q9UNA4; Pol iota fluorescent replication assay, 10 min; Potency, µM (highest dose often 115 µM), for the others: at the highest dose activity, negative = inhibition, hits mostly inhibitors; 1% of 390,000 active; also: potency is read from the fitted curve at half-maximal effect
#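 Pol iota at 10 nM preincubated 15 min with compounds at room temperature; reaction started with fluorescent substrate, 50 nM final. Fluorescence read kinetically at 0 and 10 min; buffer-only wells as negative control.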
# 12-LOX inh – inhibitors of human 12S-lipoxygenase ALOX12; 1.1% of 580,000 active; purified 12hLO, xylenol orange hydroperoxide absorbance; Potency, µM (doses to about 108 µM), for inactives: at the highest dose activity change, negative = inhibition, most hits filed as inhibitors; also: potency is read from the fitted curve at half-maximal effect; % is scaled to controls: 0 for no effect and ±100 for the full control effect
#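 Purified human 12hLO (150 nM final) in 25 mM Hepes, 0.01% Triton X-100, pH 7.0 was preincubated 15 min at room temperature with compound. Then 40 uM arachidonic acid was added, 30 min. Hydroperoxide was read by Fe-XO absorbance ratio 573/405 nm.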
# BLM helicase inh – blocks DNA unwinding by human BLM helicase; P54132; AID 2528; 0.2% of 350,000 active; Potency, µM (series often up to 56.1 µM), for inactives: top-dose activity change, negative = inhibition, actives largely listed as inhibitors; recombinant BLM DNA unwinding, fluorescence dequenching;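 also: potency is read from the fitted curve at half-maximal effect; plate controls were vehicle for no effect and no enzyme for full effect; nearly all actives have a fitted effect of over 35% in size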
# Target sequence (P54132 whole entry, looked up): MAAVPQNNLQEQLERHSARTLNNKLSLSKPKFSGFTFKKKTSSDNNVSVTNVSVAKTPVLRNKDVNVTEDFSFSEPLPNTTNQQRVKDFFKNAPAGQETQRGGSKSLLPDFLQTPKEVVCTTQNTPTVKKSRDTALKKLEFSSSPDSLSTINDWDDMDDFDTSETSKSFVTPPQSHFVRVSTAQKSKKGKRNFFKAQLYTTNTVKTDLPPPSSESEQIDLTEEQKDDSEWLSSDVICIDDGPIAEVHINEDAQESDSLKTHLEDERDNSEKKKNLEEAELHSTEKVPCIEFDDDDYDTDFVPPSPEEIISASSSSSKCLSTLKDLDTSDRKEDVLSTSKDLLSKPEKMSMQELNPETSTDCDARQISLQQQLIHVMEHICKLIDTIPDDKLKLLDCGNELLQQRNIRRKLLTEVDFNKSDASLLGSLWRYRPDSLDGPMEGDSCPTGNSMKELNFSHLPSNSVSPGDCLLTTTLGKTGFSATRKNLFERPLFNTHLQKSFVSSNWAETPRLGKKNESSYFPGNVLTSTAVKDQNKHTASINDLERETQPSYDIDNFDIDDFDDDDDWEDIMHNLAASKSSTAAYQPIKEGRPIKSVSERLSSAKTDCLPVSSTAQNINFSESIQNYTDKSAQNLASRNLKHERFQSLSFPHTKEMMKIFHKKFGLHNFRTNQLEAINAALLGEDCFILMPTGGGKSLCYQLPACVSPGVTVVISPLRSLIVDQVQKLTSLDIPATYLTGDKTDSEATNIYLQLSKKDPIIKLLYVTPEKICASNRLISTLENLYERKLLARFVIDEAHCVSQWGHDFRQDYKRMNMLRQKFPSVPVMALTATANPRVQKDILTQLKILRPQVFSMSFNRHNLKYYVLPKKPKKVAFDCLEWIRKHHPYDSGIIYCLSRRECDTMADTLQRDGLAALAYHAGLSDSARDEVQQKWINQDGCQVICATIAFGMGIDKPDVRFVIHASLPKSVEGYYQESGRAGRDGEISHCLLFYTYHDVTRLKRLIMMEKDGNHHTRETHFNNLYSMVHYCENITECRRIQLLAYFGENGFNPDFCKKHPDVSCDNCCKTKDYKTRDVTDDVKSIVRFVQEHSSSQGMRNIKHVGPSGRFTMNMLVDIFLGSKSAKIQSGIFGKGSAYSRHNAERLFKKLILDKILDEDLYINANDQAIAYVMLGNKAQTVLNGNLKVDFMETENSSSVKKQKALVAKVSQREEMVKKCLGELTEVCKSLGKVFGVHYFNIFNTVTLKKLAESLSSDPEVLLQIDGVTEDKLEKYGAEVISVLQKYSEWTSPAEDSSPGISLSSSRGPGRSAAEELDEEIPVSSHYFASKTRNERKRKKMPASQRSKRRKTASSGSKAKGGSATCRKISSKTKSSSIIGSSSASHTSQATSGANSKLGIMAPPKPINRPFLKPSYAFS
# POLB inh – DNA polymerase beta (human) inhibition; Potency, µM (highest dose often 114 µM), without a hit: at the top dose activity change, negative = inhibition, most hits filed as inhibitors; 1.3% of 340,000 active; Pol beta primer extension/strand displacement, fluorescence kinetic; P06746; also: potency is read from the fitted curve at half-maximal effect; % is scaled to controls: 0 for no effect and ±100 for the full control effect
#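 Curves were derived by four-parameter Hill fits of normalized qHTS data. The kinetic fluorescent primer-extension read was taken at 0 and 10 min after 50 nM substrate, following a 15 min room-temperature preincubation of 10 nM enzyme with compounds.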
# Pol kappa inh – inhibitors of human DNA polymerase kappa; purified Pol kappa, fluorescent DNA synthesis assay, 10 min; Potency, µM (highest dose often 107 µM), for inactives: at the highest dose activity, negative = inhibition, most hits filed as inhibitors; AID 588579; 0.53% of 400,000 active; also: potency is read from the fitted curve at half-maximal effect; % is scaled to controls: 0 for no effect and ±100 for the full control effect
#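 Kinetic fluorescence readout at 0 and 10 min followed reaction start with substrate at 50 nM final. Beforehand, enzyme (10 nM Pol kappa) stood 15 min with compound at room temperature; buffer-only wells were negative controls.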
# ERG Ets-DNA blk – inhibitors of human ERG Ets domain-DNA interaction; P11308; fluorescence polarization, His-ERG Ets domain / labelled DNA; Potency, µM (titrated, usually from 76.9 µM), for the others: at the top dose FP activity, negative = inhibition, usual class: inhibitors; 0.028% of 370,000 active; AID 624246; active = well fitted inhibition curve with a large enough effect in the polarisation, with a control signal flat; inconclusive = small, poorly fitted or top-dose-only effect, or effect the other way, or a change in a side signal; inactive = no such curve, though single readings can be large or run the other way; the % refers to the polarisation;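 also: polarization taken with two DNA probes labelled with fluorescein and Texas red; potency is read from the fitted curve at half-maximal effect; % of control where 0% means no effect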
#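 His-tagged ERG Ets domain (1 uM in the protein solution; 300mM KCl, 50mM Tris-HCl, 1mM EDTA, 1mM DTT, pH 7.5) received compound, then a probe mix of 5 nM fluorescein-DNA and 100nM Texas-615-DNA. Fluorescence polarization was read for both dyes.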
# TRHR ag – TRH receptor (human) agonism; P34981; activation, % at 2 µM; 0.18% of 360,000 active; AID 493084; TRHR cells, calcium flux fluo-8, FDSS agonist mode; in the data active = activation above about 30%; also: 0% is about no effect
#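 Read-out: compound-evoked intracellular calcium rise in TRHR cells, fluo-8 dye, kinetic FDSS fluorescence at 1 s/cycle following a 10-cycle baseline. Cells cultured overnight before dye loading (30 min–1.5 h, RT).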
# * = called active by the depositor; ? = inconclusive; . = not tested or not shown; [ ] = another dose, or the depositor's remark. Unless noted, calls follow the shape of the dose curve; as a rule, active = well fitted curve in the direction sought with a large enough effect; inconclusive = small, poorly fitted or top-dose-only effect, or another doubt; inactive = no such curve, though single readings can be large; an effect the other way counts as inactive or inconclusive. The list is partial; count on the stated rates, not on these rows.
SMILES,Apoferritin bind,APE1 inh,Pol iota inh,12-LOX inh,BLM helicase inh,POLB inh,Pol kappa inh,ERG Ets-DNA blk,TRHR ag
CCCC(C(=O)NC1CCCC1)N(C(=O)c1snc(C(N)=O)c1N)c1ccc(OCC)cc1 (centres undefined),5.2%,-0.5%[12.4 µM],101.5%[activator],-14.6%,-5.6%,57.6%,-5.6%,0.5%,-0.2
CCCCNC(=O)CSc1nc(COc2ccccc2)nc2ccccc12,?,-5.3%,35.9%[activator],-29.1%,-2.9%,-0.2%,-12.2%,0.0%,-0.7
Nc1ccccc1Nc1ccccc1,-23.5%,-2.4%,-3.3%,?,-4.6%,18.6%,-14.8%,8.4%,8.0
O=C(CN1CCN(Cc2ccccc2)CC1)N/N=C/c1ccccc1F,4.2%,2.5%,64.2%[activator],0.0%,-2.4%,0.5%,-1.7%,4.7%,-3.2
COCCNC(=O)[C@@H]1CSC2c3ccccc3C(=O)N21 (some centres undefined),5.7%,-2.8%,176.0%[activator],0.0%,-3.2%,44.4%,-6.1%,-2.6%,-0.1
CN(C)C(=O)COC(=O)/C=C/c1ccccc1[N+](=O)[O-],-10.4%,3.0%,-6.9%,-29.2%,-0.9%,5.4%,-4.8%,1.5%,1.5
CC1(C)Cc2nc3sc4c(N5CCCC5)nnnc4c3cc2CO1,-7.1%,5.4%,.,.,-1.6%,-8.8%,.,.,3.2
Cc1c(Cl)cccc1NC(=O)c1ccc(C(=O)Nc2cccc(Cl)c2C)cc1,-3.9%,.,29.5%,?,-2.7%,-8.5%,-4.2%,20.9%,-1.4
N=c1c(S(=O)(=O)c2ccc(Cl)cc2)cc2c(=O)n3ccccc3nc2n1CCc1ccccc1,-9.6%,22.6%,.,373.5%[activator],-3.0%,14.7%,.,.,1.8
COc1ccc(Cn2c(O)c(C=Nc3ccccc3)c3ccccc3c2=O)cc1,-0.3%,-0.7%,46.5%[activator],9.8%,-15.1%,-18.3%,-14.8%,2.2%,0.5
CC(=O)Nc1ccc(SCCN2CCN(CC(C)C)CCC2=O)cc1,-5.6%,-8.7%,7.2%,.,1.9%,.,7.8%,.,.
CCOC(=O)/C(C#N)=C/c1c(N2CCN(C)CC2)nc2c(C)cccn2c1=O,-15.1%,13.7%,4.4%,?,1.0%,23.7%,6.7%,0.2%,0.4

# Two records picked at random from those above, as already listed:
SMILES,Apoferritin bind,APE1 inh,Pol iota inh,12-LOX inh,BLM helicase inh,POLB inh,Pol kappa inh,ERG Ets-DNA blk,TRHR ag
CC1(C)Cc2nc3sc4c(N5CCCC5)nnnc4c3cc2CO1,-7.1%,5.4%,.,.,-1.6%,-8.8%,.,.,3.2
CCCC(C(=O)NC1CCCC1)N(C(=O)c1snc(C(N)=O)c1N)c1ccc(OCC)cc1 (centres undefined),5.2%,-0.5%[12.4 µM],101.5%[activator],-14.6%,-5.6%,57.6%,-5.6%,0.5%,-0.2

# Continued:
SMILES,Apoferritin bind,APE1 inh,Pol iota inh,12-LOX inh,BLM helicase inh,POLB inh,Pol kappa inh,ERG Ets-DNA blk,TRHR ag
Cc1ccc(-c2ccc(=O)n(Cc3ccc(F)cc3Cl)n2)cc1,-17.6%,46.5%[activator],122.0%[activator],?,-11.3%,-0.9%,-9.7%,-17.0%,0.9
COC(=O)c1cc(C(=O)c2ccc(Cl)cc2Cl)cn1C,?,-8.1%,-0.8%,?,-7.3%,-21.7%,-2.8%,-10.6%,6.2
CCOC(=O)c1ccc(NC(=O)CSc2nc3ncc(Br)c(C)c3[nH]2)cc1,8.2%,.,-1.1%,-27.1%,-3.3%,-0.1%,-7.8%[60.1 µM],-0.9%,0.2
O=C(/C=C/c1ccccc1)N(Cc1cccc(Cl)c1)C1CCS(=O)(=O)C1 (centres undefined),-2.5%,-1.0%,22.0%,0.0%,-4.1%,8.3%,1.7%,-8.1%,-0.4
COc1ccc(/C=N/n2cnc3c(sc(=S)n3-c3ccccc3)c2=O)cc1,9.9%,-2.0%,30.0%[activator],5.4%,-5.9%,16.5%,5.0%,1.0%,-0.1
CCN(CC)CCOc1nc(C)nc2c1oc1ccccc12,-7.1%,-4.8%,-8.1%,?,-11.4%,17.7%,-0.3%,3.2%,0.2
CC(C)c1nn2c(=O)cc(COC(=O)c3ccc(NC(=O)CCc4ccccc4)cc3)nc2s1,28.1%,.,24.1%,?,-5.8%,0.0%,-4.5%[60.1 µM],-4.8%,0.8
COc1cccc(-n2c(SC)nnc2-c2cnccn2)c1,-8.3%,28.7%,-16.4%,22.0%,-4.3%,7.4%,0.0%,-2.0%,-0.2
C=CCN1C(=O)C(CC(=O)Nc2ccc(OCC)cc2)N(Cc2ccccn2)C1=S (centres undefined),-13.0%,24.6%,40.7%[activator],-4.8%,-7.0%,-4.3%,11.9%,-1.6%,0.9
CC(=O)[C@@H]1[C@@H]2C(=O)N(c3ccc(F)c(Cl)c3)C(=O)[C@@H]2C2c3ccccc3C=CN21 (some centres undefined),-5.8%,?,.,130.8%[activator],3.0%,18.6%,.,.,0.7
Cc1cc(C(=O)NCc2cccnc2)no1,-9.1%,12.0%,5.5%[58.9 µM],-3.6%,-2.4%,0.7%,-8.3%,-9.3%,0.5
Cc1ccc2cc(C=O)c(Cl)nc2c1,-12.6%,1.8%,15.5%,15.2%,0.7%,-3.7%,6.2%,4.5%,1.0
CCOC(=O)c1ccc(NC(=O)c2ccccc2C)cc1,-22.9%,9.8%,86.2%[activator],-19.2%,-7.8%,5.6%,-11.5%,-4.6%,-0.3
COc1ccc(CCN(C(=S)Nc2ccccc2)C2CC(=O)N(c3ccccc3)C2=O)cc1 (centres undefined),-7.5%,-5.9%,1.2%,-6.3%,-3.5%,1.8%,-5.3%,0.1%,2.1
COc1ccc(C(=O)NC2CCN(C(=S)NCc3ccco3)CC2)cc1,-8.5%,-1.8%,?,-3.6%[57.4 µM],2.4%,-13.2%,-3.6%,.,-0.2
Cc1nn(-c2ccccc2)c(Cl)c1/C=C(/CC(=O)O)c1nc2ccccc2s1,.,.,-8.0%,-16.0%,.,.,-14.6%,2.0%,.
COc1cccc2cc(-c3nc(-c4ccccc4F)no3)c(=O)oc12,-1.2%,.,29.9%,-18.4%,2.3%,23.0%,0.3%,8.1%,-0.5
O=c1cc(Cn2ccnc2)c2cc3c(cc2o1)CCC3,-7.9%,?,21.3%,0.0%,-3.7%,26.0%,-1.1%,-2.5%,-0.8
CCOC(=O)C(NC(C)=O)(Nc1ccc(S(=O)(=O)Nc2ccncn2)cc1)C(F)(F)F (centres undefined),-2.9%,5.9%,-22.8%,8.5%,6.1%,36.4%,-7.1%,13.6%,-0.1
Cc1c(C)n(C)c2ccc(C(=O)NCCc3ccco3)cc12,-15.0%,-9.0%,-18.5%,?,-1.9%,-1.1%,-9.8%,-10.2%,0.2
O=C(Cn1c(=O)cnc2ccccc21)NNC(=O)c1ccc(Cl)cc1,.,17.5%,13.7%,0.3%,.,.,-10.3%,-3.4%,0.3
Cc1ccccc1NC(=O)c1ccccc1,0.6%,0.6%,18.0%,0.0%,-1.2%,?,4.9%,-2.9%,0.0
COc1ccc(OC)c(C2=NO[C@@](CC(=O)O)(C(=O)Nc3ccc4c(c3)OCCO4)C2)c1,-6.4%,-3.2%,-27.9%,-28.9%,-2.3%,26.9%,0.0%,1.0%,0.5
Cc1cc(C)cc(N(C(=O)c2csnn2)C(C(=O)NC(C)(C)C)c2cccs2)c1 (centres undefined),-5.2%,-0.7%,4.7%,-12.6%,-0.7%,6.9%,-10.7%,.,0.5
CCc1c(C)nc2ncnn2c1N1CCCC(C(=O)NCCc2ccccc2)C1 (centres undefined),-10.0%,-1.4%,16.6%,-10.6%,1.3%,25.4%,-8.8%,2.2%,-0.8
O=C(CCNC(=O)C1CCN(S(=O)(=O)c2ccccc2)CC1)NCc1ccccn1,-0.7%,-12.1%,-19.3%,3.4%,-0.3%,7.8%,2.3%,2.5%,0.6
O=C(CNc1cccc(C(F)(F)F)c1)N/N=C/c1cccc(Br)c1,?,-2.0%,-6.2%,10.6%,-0.6%,8.2%,-10.8%,9.4%,1.0
CS(=O)(=O)c1ccc(C(=O)OCC(=O)Nc2cccnc2Cl)cc1[N+](=O)[O-],.,38.2%,?,.,.,.,8.7%,14.1%,.
O=C(NCc1ccccc1Cl)c1ccc2oc(=O)n(Cc3ccccc3)c2c1,?,.,-17.5%,1.7%,-4.1%,-20.2%,1.8%[60.1 µM],-1.1%,1.2
CC1CC(=O)Nc2ccccc2N1S(=O)(=O)c1ccc(Cl)cc1 (centres undefined),-1.2%,?,1.2%,4.3%,-1.1%,-0.3%,-6.5%,2.1%,-0.2
CCOC(=O)C1CCN(C(=O)CCS(=O)(=O)c2cc3c(cc2Cl)NC(=O)CO3)CC1,78.1%[activator],.,37.6%[activator],-7.0%,-12.4%,7.0%,3.2%,-4.3%,0.0
Nc1nnc(SCCCOc2ccc(F)cc2)s1,-8.5%,1.2%,51.7%[activator],-17.6%,-17.1%,12.9%,-9.2%,0.2%,2.5
Cc1nn(CC(=O)OCC(=O)NC(C)c2ccccc2)c(C)c1[N+](=O)[O-] (centres undefined),-11.5%,24.9%,15.9%,-20.2%,-10.1%,16.9%,-14.4%,-4.4%,0.1
COc1cccc(C2=CC(c3cc(OC)ccc3OC)n3nnnc3N2)c1 (centres undefined),-2.2%,-1.9%,1.3%,?,-5.0%,32.1%,-7.9%,-3.9%,-0.5
C/C(=N\OC(=O)c1ccc(F)cc1)c1nccs1,-9.6%,19.2%,10.5%,-27.0%,-1.5%,-0.4%,-2.1%,6.3%,-0.5
COc1cccc2sc(NN)nc12,?,-3.7%,41.3%[activator],?,-12.9%,-8.0%,-6.6%,5.1%,0.7
